# TAAR1 agonist – agonists of human TAAR1; Q96RJ0; CHO RD-HGA16 TAAR1, Fluo-8 calcium fluorescence; vehicle wells 0%, saturating PEA agonist 100%; activation, % at 3 µM; 360,000 compounds, 0.99% hits; AID 624467;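 active means activation above the mean activation of all test compounds in the run plus 3 SD, cut at about 38% in these data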
# Target sequence (Q96RJ0 whole entry, looked up): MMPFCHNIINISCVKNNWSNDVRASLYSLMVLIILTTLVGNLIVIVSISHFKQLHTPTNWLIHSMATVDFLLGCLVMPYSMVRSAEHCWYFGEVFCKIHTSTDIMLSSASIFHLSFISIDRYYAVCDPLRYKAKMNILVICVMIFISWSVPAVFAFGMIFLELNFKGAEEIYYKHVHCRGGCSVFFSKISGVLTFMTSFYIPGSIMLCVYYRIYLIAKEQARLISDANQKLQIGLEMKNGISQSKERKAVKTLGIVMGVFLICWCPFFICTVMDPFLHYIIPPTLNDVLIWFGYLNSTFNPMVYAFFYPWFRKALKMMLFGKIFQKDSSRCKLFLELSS
#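 Benchmarks: low control DMSO, high control PEA (EC100); System: CHO RD-HGA16 cells carrying human TAAR1 plus Gα16; Detection: Fluo-8 fluorescence, 5 s baseline then 140 s kinetic read; Schedule: 17-24 h plating, Fluo-8 75 min 37 °C, 30 min RT; Read-out basis: % activation from peak over basal fluorescence ratio, DMSO-to-PEA scaled.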
# M4 antag – antagonists of human muscarinic M4 receptor (CHRM4); inhibition, % at 3 µM; CHO-hM4 cells, ACh EC80, Fluo-8 calcium fluorescence; P08173; AID 624125; 360,000 compounds, 0.73% hits;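 active means inhibition above its plate's cutoff, the mean inhibition of sample wells plus 3 SD, cut at about 27% in these data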;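 further: 0% = acetylcholine EC80 with DMSO and 100% = DMSO without agonist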
# Target sequence (P08173 whole entry, looked up): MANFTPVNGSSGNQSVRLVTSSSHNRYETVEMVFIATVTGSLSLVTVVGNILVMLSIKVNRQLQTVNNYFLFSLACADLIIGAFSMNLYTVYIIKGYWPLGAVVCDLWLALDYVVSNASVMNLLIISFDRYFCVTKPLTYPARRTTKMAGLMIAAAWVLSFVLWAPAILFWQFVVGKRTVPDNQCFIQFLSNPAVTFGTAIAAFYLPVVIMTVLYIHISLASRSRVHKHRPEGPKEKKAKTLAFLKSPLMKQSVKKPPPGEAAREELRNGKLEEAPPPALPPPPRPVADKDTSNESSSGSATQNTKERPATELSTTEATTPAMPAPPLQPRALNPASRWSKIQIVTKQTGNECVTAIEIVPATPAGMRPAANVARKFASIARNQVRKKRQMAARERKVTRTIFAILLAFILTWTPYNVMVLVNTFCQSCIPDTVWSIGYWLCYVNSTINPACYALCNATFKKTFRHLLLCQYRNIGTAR
# M1 ag – agonists of human M1 muscarinic receptor. 360,000 compounds, 0.33% hits. AID 588814. P11229. activation, % at 3 µM. CHO-K1 hM1, Fluo-8 calcium fluorescence, agonist mode; 0% DMSO, 100% acetylcholine EC100;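 active means activation above the run's mean compound activation plus 3 SD, cut at about 16% in these data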;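 further: peak over basal fluorescence ratio within a 140 s kinetic read after compound addition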
# CHRM5 antagonist – CHRM5 antagonism in calcium assay | P08912 | CHO-hM5 cells, Fluo-8 calcium fluorescence, ACh EC80 | inhibition, % at 3 µM | 360,000 compounds, 0.59% hits | AID 624040;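 active means inhibition above a per-plate cutoff, the mean of that plate's test compounds plus 3 SD, cut at about 27% in these data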;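 further: 0% = acetylcholine EC80 with DMSO and 100% = DMSO without agonist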
# CHRM4 agonist – CHRM4 agonism in calcium assay; CHO-K1 hM4/Gqi5, Fluo-8 calcium fluorescence; vehicle 0%, full acetylcholine response 100%; activation, % at 3 µM; 360,000 compounds, 0.14% hits; AID 624127;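 active means activation above the run mean over all test wells plus 3 SD, cut at about 32% in these data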;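 further: peak over basal fluorescence ratio per well then scaled between controls; 0% = DMSO wells and 100% = acetylcholine at EC100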
# M1 PAM – potentiates human M1 receptor response to acetylcholine. P11229. CHO-K1 hM1, Fluo-8 calcium fluorescence, ACh EC20; 0% = ACh EC20, 100% = maximal ACh. activation, % at 3 µM. 360,000 compounds, 0.088% hits. AID 588819; in the data active means activation above about 19%, passing the limit was not always enough
# M5 PAM – positive allosteric modulators of human muscarinic M5 receptor. P08912. CHO-K1 hM5, Fluo-8 calcium, ACh EC20 PAM; 0% = ACh EC20, 100% = ACh EC100. activation, % at 3 µM. 360,000 compounds, 0.3% hits. AID 624038;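 active means activation above the run cutoff, the mean activation of all test compounds plus 3 SD, cut at about 18% in these data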
#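 Test system: CHO-K1 hM5 cells / Doses: single-point, 3 µM nominal / Times: Post-acetylcholine fluorescence recording 140 s / Technique: Fluo-8 calcium fluorescence / Measure: Max/basal fluorescence ratio as % of EC20–EC100 ACh window / Benchmarks: low control EC20 acetylcholine (0%), high control EC100 acetylcholine (100%) / Replicates: one well per compound, no replicates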
# M1 antag – human CHRM1 antagonism | AID 588852 | 360,000 compounds, 1.3% hits | inhibition, % at 3 µM | P11229 | CHO-K1 hM1, Fluo-8 calcium fluorescence, ACh EC80 antagonist;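 active means percent inhibition above its own plate's cutoff, namely the mean of that plate's compound wells plus 3 SD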;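 further: peak over basal fluorescence ratio during 140 s after agonist addition; 0% = ACh EC80 plus DMSO and 100% = DMSO alone without agonist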
# M5 ag – agonists of human muscarinic M5 receptor (CHRM5). P08912. CHO-K1 hM5 cells, Fluo-8 calcium fluorescence; 0% DMSO wells, 100% maximal acetylcholine response. activation, % at 3 µM. 360,000 compounds, 0.19% hits. AID 624037;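 active means activation above the run's mean over test compounds plus 3 SD, cut at about 23% in these data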;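 further: signal is peak over basal fluorescence ratio across the kinetic read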
# The depositor's hits bear a star. Some of the compounds tested. The share of hits here may be higher or lower than overall.
SMILES,TAAR1 agonist,M4 antag,M1 ag,CHRM5 antagonist,CHRM4 agonist,M1 PAM,M5 PAM,M1 antag,M5 ag
Cc1ccc2cc(C)c(SCC(=O)NCC3CCCO3)nc2c1 (stereo unspecified),2,6,-3,4,0,4,-1,-9,-4
CCC1SC2=NC(C)=C(C(=O)OCC(C)C)C(/C=C/c3ccccc3OC)N2C1=O (stereo unspecified),13,-2,-3,0,-1,1,0,7,0
Cc1cccc2cc(CN(Cc3cccs3)S(=O)(=O)c3ccc4c(c3)OCCO4)c(=O)[nH]c12,5,-2,-10,4,1,-1,-4,2,-1
COc1ccc(CNc2ncc(-c3ccccc3)n2C)c2ccccc12,11,9,-7,11,4,-5,-6,3,-5
O=C(Nc1ccccc1F)Nc1cc(S(=O)(=O)N2CCOCC2)ccc1N1CCCC1,3,1,-4,6,2,3,2,0,-2
CCC(=O)N(Cc1cc2ccc(C)cc2[nH]c1=O)c1ccccc1OC,9,-3,-1,5,9,3,-6,-4,5
COCCN=C1N[C@@H](c2ccccc2)C(C(=O)OC)=C(C)N1Cc1ccccc1,7,-2,-8,4,3,-1,10,10,-5
Cn1c(=O)oc2cc(S(=O)(=O)N3CCC(C(=O)N4CCN(c5ccc(F)cc5)CC4)CC3)ccc21,3,-6,0,-4,12,0,-2,-8,3
CCOC(=O)C1CCCN(S(=O)(=O)c2ccc3c(c2)C(C)(C)C(=O)N3C)C1 (stereo unspecified),0,1,4,-1,2,2,-5,-1,1
CCOC(=O)c1ccc(NC(=O)CSc2ncccn2)cc1,1,-17,-1,-11,4,4,4,-20,0
CCOC(=O)[C@H]1[C@H]2COc3cc(OC)ccc3[C@@H]2N2C(=O)CN(CC3CCCO3)C(=O)[C@@]12C (stereo partly specified),0,15,-4,12,1,2,-4,0,1
CN(C)c1ccc(CN(C(=O)c2ccccc2Br)C2CCS(=O)(=O)C2)cc1 (stereo unspecified),1,12,-3,-3,1,9,9,-9,-2
COc1cccc(NC(=O)C2(C)CCN2C(C)C)c1OC (stereo unspecified),0,2,-4,3,0,9,-2,-12,0
CC(C)(C)S(=O)N1Cc2cc(CO)cc(-c3ccccc3)c2[C@@H]1CCO (stereo partly specified),5,-18,-1,4,8,6,-2,-13,1
CC(C)CCOc1ccc(C(=O)NCC(c2ccco2)N(C)C)cc1 (stereo unspecified),-2,1,-12,11,3,-30,-15,28*,-8
O=C(Nc1ccccc1N1CCN(C(=O)c2ccccc2)CC1)c1cc2ccccc2o1,5,-4,-3,-8,2,7,8,-33,1
COc1ccccc1NC(=O)COC(=O)c1ccccc1OCC(=O)Nc1ccc(SC(F)F)cc1,0,14,-7,8,1,-5,-11,14,-1
CN(C)c1ccc(/C=N/NC(=O)C(O)(c2ccccc2)c2ccccc2)o1,6,5,-2,17,2,-5,0,8,-3
CC(=O)N1c2ccccc2C(C)(C)C2CCC(C)CC21 (stereo unspecified),11,2,2,4,-1,1,-3,-6,-4
Cc1ccc(OCC(=O)NCCN2CCCC2)cc1,0,-6,-3,-5,1,12,2,-13,-2
O=C(O)c1ccccc1/C=N/N1CCN(C2c3ccccc3-c3ccccc32)CC1,-1,-8,-8,6,1,4,4,3,-1
COc1ccc2nc(NC(=O)c3ccco3)sc2c1,12,-4,-3,1,1,-1,-11,4,-2
O=C(CN1CCN(S(=O)(=O)c2ccc(Br)cc2)CC1)N/N=C/c1cc([N+](=O)[O-])ccc1Cl,0,-6,-10,-3,2,1,-4,-7,-6
COc1ccccc1P(=O)(c1ccccc1)c1ccc([N+](=O)[O-])cc1 (stereo unspecified),2,4,-9,-2,0,-6,4,6,-3
O=C(CSc1nnc2ccccn12)NCc1ccc2c(c1)OCO2,2,-2,-11,-7,1,11,-2,-8,-3
CCCOc1ccc(-c2nnn(CC(=O)c3ccc4c(c3)OCCO4)n2)cc1,5,4,-3,5,2,3,-7,-4,0
O=C(NC1CC1)C(=O)c1c[nH]c2ccccc12,0,12,-1,-7,1,-6,4,22,-4
CCc1ccc2c(COn3nnc4ccc(S(=O)(=O)N(C)C)cc43)cc(=O)oc2c1,12,3,-3,7,7,-12,-4,-16,-4
O=C(NCCS(=O)(=O)NCCc1ccccc1)c1ccccc1,31,-17,-2,4,2,6,-8,-8,-1
CCCN(CC(=O)Nc1ccccc1OC)C(=O)CCC(=O)c1ccc(F)cc1,2,-6,-1,4,3,9,-1,-10,-1
NC(=O)NNC(=S)Nc1cccc2ccccc12,3,8,-2,9,1,-3,1,6,1
COCCNC(=O)c1cnn2c(C(F)F)cc(-c3ccccc3)nc12,3,2,-6,-3,2,1,-1,-3,-1
CCC(CO)Oc1cc(NC(=O)c2ccc(OC)cc2)c2ncn(C(C)C)c2c1 (stereo unspecified),7,-12,-5,3,3,7,-4,-3,-8
Cc1cc(/C=N/n2cnnc2)c(C)n1-c1ccc(Cl)cc1Cl,6,-4,-9,-5,-2,0,4,-13,-4
C=CCn1c2ccccc2c2nnc(SCCCn3c(=O)[nH]c4ccccc43)nc21,10,12,-2,19,7,-6,-21,19,-1
C=CCn1c(SCC(=O)Nc2ccc(O)cc2)nc2sc(C)c(C)c2c1=O,7,5,-8,3,0,-7,10,10,-4
CCCC(C)c1nnc(NC(=O)c2cc(C(=O)OC)cc([N+](=O)[O-])c2)s1 (stereo unspecified),5,-3,-3,-4,0,10,6,-12,4
COC(=O)C(C)Sc1ccc2nnc(CCNS(=O)(=O)c3ccccc3)n2n1 (stereo unspecified),-1,5,-7,4,0,9,-3,-7,-3
Cc1sc(NC(=S)NC(=O)C(C)(C)C)c(C(N)=O)c1C,2,-10,-2,-7,0,9,5,-33,1
Cc1nnc(C)c2c(C)n(-c3ccc4ncccc4c3)c(C)c12,2,-2,-9,8,2,3,-3,5,1
O=C(NCC1CCCO1)c1ccc2c(c1)N(Cc1ccc(F)cc1)CCS2 (stereo unspecified),-1,-2,-3,9,3,6,-7,-8,-4
Cc1ccc2c(c1)c1nnc(SCC(=O)NC3CC3)nc1n2C,-2,8,-14,1,0,0,0,3,-3
COc1cccc(C(NC(C)=O)c2nc(-c3ccc(OC)nc3)cs2)c1 (stereo unspecified),2,-7,-2,8,1,6,-4,-6,1
NC(=O)N/N=C/c1ccc(-c2ccc([N+](=O)[O-])cc2)o1,1,2,-4,1,1,11,4,-18,-1
Cc1noc(C)c1S(=O)(=O)N1CCCC(C(=O)NC2CCCCC2)C1 (stereo unspecified),8,7,-3,9,1,-1,4,-7,2
COc1ccc(NC(=O)C(=O)NCC(=O)Nc2cc(OC)ccc2OC)cc1,0,-3,-1,4,0,5,3,-8,-4
CN(C(=O)CSc1ncccn1)C1CCS(=O)(=O)C1 (stereo unspecified),0,3,-2,21,0,2,-6,-2,-4
CSC(=NNC(=O)c1ccc(O)cc1)SC,1,7,-3,-1,1,2,-4,2,0

# Complete entries, looked up by structure. Screens in order: TAAR1 agonist | M4 antag | M1 ag | CHRM5 antagonist | CHRM4 agonist | M1 PAM | M5 PAM | M1 antag | M5 ag
# Results for `COc1cccc(C(NC(C)=O)c2nc(-c3ccc(OC)nc3)cs2)c1` (stereo unspecified) = 2 | -7 | -2 | 8 | 1 | 6 | -4 | -6 | 1
# Results for `O=C(NCC1CCCO1)c1ccc2c(c1)N(Cc1ccc(F)cc1)CCS2` (stereo unspecified) = -1 | -2 | -3 | 9 | 3 | 6 | -7 | -8 | -4

# (further entries)
SMILES,TAAR1 agonist,M4 antag,M1 ag,CHRM5 antagonist,CHRM4 agonist,M1 PAM,M5 PAM,M1 antag,M5 ag
CSc1ccccc1OCc1cc(C(=O)N2CCC[C@H]2C(N)=O)no1,1,0,-3,-8,1,3,4,-5,-4
Cc1ccc(-n2cnc3c(=O)[nH]cnc32)cc1,0,-8,-1,-2,1,11,-1,-19,1
COc1ccc(-c2ccc(CN3C(C(C)C)C(=O)N(Cc4cn(CC5CCCCC5)nn4)CCS3(=O)=O)cc2)cn1 (stereo unspecified),1,-13,-4,-4,0,10,7,-14,0
CNc1ccccc1C(=O)OCC(=O)N(CCOC)c1c(N)n(CC(C)C)c(=O)[nH]c1=O,1,-13,-1,9,1,10,0,-12,2
COc1ccc(S(=O)(=O)N2CCC(C(=O)N3CCOCC3)CC2)cc1,3,-10,-1,-2,1,13,1,-14,3
COc1cc(C#N)ccc1OC(=O)C1CCN(C(=O)c2ccc(F)cc2)CC1,6,-6,-1,-1,3,13,4,-27,3
Cc1cc(C)nc(NC(=O)CSc2nnnn2-c2ccccc2)n1,7,-4,-2,-7,1,10,3,-7,-1
CCNc1nc(SC(C(C)=O)C(C)=O)nc(N(C)C)n1,0,2,-2,6,0,4,-4,-10,1
CCCC(=O)OCC1CN(Cc2ccco2)S(=O)(=O)c2c(F)cccc2O1 (stereo unspecified),0,-8,-4,-1,2,-4,-3,-1,1
C=CCN(CC(=O)NCC1CCCO1)C(=O)CCC(=O)Nc1cc(C)on1 (stereo unspecified),3,4,-3,-2,0,0,1,-12,-4
Cc1cc(N)n(-c2ccc([N+](=O)[O-])cc2)n1,1,-15,-3,-18,3,1,20*,3,5
CCCCCC(=O)Nc1ccc2ccccc2c1,0,12,-9,-6,1,14,12,-18,-4
COc1cccc(CCc2nnc(CCC(=O)NC(C)c3c(C)nn(C)c3C)o2)c1 (stereo unspecified),9,3,-10,-4,2,10,0,-5,-3
Cc1cccc(S(=O)(=O)NNC(=O)Cc2cccn2C)c1,11,-4,-10,-5,1,7,-6,-7,-4
O=C(C[n+]1ccc(C(=O)N/N=C/c2ccc(O)cc2)cc1)c1ccccc1,3,0,-2,7,0,2,-4,1,-2
NC(=O)CCN1CCN(Cc2cn[nH]c2-c2cccc3ccccc23)CC1,2,-5,-9,-2,1,10,-3,-7,-4
CC(C)(C)OC(=O)N1CCc2onc(-c3ccc(Cl)cc3)c2C1=O,-2,-14,-5,-5,1,-3,2,1,1
Cc1cc(NC(=O)c2ccoc2C)ccc1Br,3,-4,-7,-2,0,1,0,-7,-2
COCC(=O)N(CCc1ccc(OC)c(OC)c1)Cc1nc2ccccc2c(=O)[nH]1,5,-7,-2,4,1,-2,-2,-3,-1
CCC1(c2ccc(F)cc2)NC(=O)N(CC(=O)NCc2ccc(C)cc2)C1=O (stereo unspecified),-1,-2,-3,6,0,4,-3,-8,-3
COc1cc(C2C3=C(CCCC3=O)Nc3[nH]n(-c4ccccc4)c(=O)c32)ccc1O (stereo unspecified),9,7,-3,7,-1,5,0,-4,0

# A draw from above in order of heavy-atom count, low to high:
SMILES,TAAR1 agonist,M4 antag,M1 ag,CHRM5 antagonist,CHRM4 agonist,M1 PAM,M5 PAM,M1 antag,M5 ag
Cc1cc(NC(=O)c2ccoc2C)ccc1Br,3,-4,-7,-2,0,1,0,-7,-2
CC(C)(C)OC(=O)N1CCc2onc(-c3ccc(Cl)cc3)c2C1=O,-2,-14,-5,-5,1,-3,2,1,1
O=C(C[n+]1ccc(C(=O)N/N=C/c2ccc(O)cc2)cc1)c1ccccc1,3,0,-2,7,0,2,-4,1,-2
COc1cc(C2C3=C(CCCC3=O)Nc3[nH]n(-c4ccccc4)c(=O)c32)ccc1O (stereo unspecified),9,7,-3,7,-1,5,0,-4,0

# From PubChem BioAssay
